ATXN2 expr inh: Primary qHTS for Inhibitors of ATXN expression; HEK-293 ATXN2-luciferase reporter, luminescence, 24 h; Potency, µM (top dose mostly 57 µM), inactives show top-dose activity change, negative = inhibition, actives largely listed as inhibitors; actives 0.72% (n = 360,000); AID 1745845, 2022; further: potency means the concentration at half of the fitted maximal effect; on the % scale 0 is the no-effect control and ±100 the full control effect; nearly all actives have a fitted effect of over 55% in size
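ATXN2-luciferase reporter cells (luciferase flanked by upstream and downstream ATXN2 gene portions) were treated 24 h at 37 °C with compounds at up to 57 uM. SteadyGlo luminescence gave expression; GF-AFC fluorescence gave viability.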
MCF10A rerep: A quantitative high throughput screen for small molecules that induce DNA re-replication in MCF 10a normal breast cells; MCF 10A DNA re-replication, Hoechst nuclear intensity, 48 h; Potency, µM (highest dose often 46.1 µM), without a hit: at the top dose activity, positive = re-replication, most hits filed as activators; actives 2.9% (n = 350,000); AID 624296, 2012; further: potency means the concentration at half of the fitted maximal effect; % of control where 0% means no effect; nearly all actives have a fitted effect of over 50% in size
IL-1B inflam inh: qHTS for Inhibitors of Inflammasome Signaling: IL-1-beta AlphaLISA Primary Screen; THP-1 LPS/ATP IL-1B secretion, AlphaLISA, 16 h; hits give low values; activity change, % at 57.5 µM; actives 4.7% (n = 360,000); AID 743279, 2014; in the data active means activity change below about -50%; inconclusive means mostly about -30% to -49%; further: on the % scale 0 is the no-effect control and ±100 the full control effect
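THP-1 cells pretreated 1 hr with compounds (up to 57.5 uM final), then stimulated with LPS (250 ng/mL final) plus ATP (1.25 mM final); secreted IL-1B measured by AlphaLISA after 16 hr, decreased signal indicating inhibition.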
TGFb SMAD3 inh: qHTS for Inhibitors of TGF-b | HepG2 CAGA-GFP TGF-b/SMAD3 reporter, GFP fluorescence, 18 h; TGF-beta stimulated, 500 pg/mL final | Potency, µM (doses to about 46.1 µM), for the others: at the highest dose activity, negative = inhibition, hits mostly inhibitors | actives 1.2% (n = 410,000); further: potency means the concentration at half of the fitted maximal effect; on the % scale 0 is the no-effect control and ±100 the full control effect; nearly all actives have a fitted effect of over 65% in size
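Inhibition of TGF-beta-driven CAGA-GFP reporter expression in HEPG2 cells is measured by cellular GFP fluorescence after 18 h stimulation with 500 pg/mL recombinant TGF-beta in 1% FBS medium at 37 degrees C.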
Nrf2 block: Nrf2 qHTS screen for inhibitors. AID 504444, 2011. A549 ARE-Fluc reporter, luciferase luminescence, 18-24 h. Potency, µM (highest dose often 46 µM), inactives show at the highest dose activity change, negative = inhibition, most hits filed as inhibitors. actives 2.1% (n = 360,000); further: potency means the concentration at half of the fitted maximal effect; on the % scale 0 is the no-effect control and ±100 the full control effect; nearly all actives have a fitted effect of over 60% in size
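Reporter: ARE-Fluc in A549. Exposure: 18-24 h, 37 °C, 5% CO2, 5% FBS OPTI-MEM. Readouts: fluorescent cytotoxicity (CellTiter-Fluor), then luminescent Nrf2 signal after BugLite.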
ATXN viability: Viability Counterscreen for Primary qHTS for Inhibitors of ATXN expression; Potency, µM (highest dose often 56.7 µM), most hits filed as cytotoxic; S2 cells (HEK-293 line with an ATXN2-luciferase reporter) viability, CellTiter-Fluor protease fluorescence, 24 h; AID 651635, 2014; actives 0.49% (n = 400,000); further: potency means the concentration at half of the fitted maximal effect; nearly all actives have a fitted effect of over 40% in size
Nrf2 activator: qHTS of Nrf2 Activators. AREc32 ARE-luciferase reporter (MCF7-derived line), luminescence, 24 h. Potency, µM (titrated, usually from 46.1 µM), for the others: top-dose activation, usual class: activators. actives 0.31% (n = 410,000); further: potency means the concentration at half of the fitted maximal effect; % of control where 0% means no effect; nearly all actives have a fitted effect of over 65% in size
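For detection, Steady-Glo was added and plates sat 30 min at RT; before that, AREc32_Fluc cells grown overnight in OPTI-MEM/5% FBS had been treated with 23 nL compound for 24 hr at 37 deg C.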
HepG2 tox: qHTS for Inhibitors of TGF-b: Cytotox Counterscreen. HepG2 CAGA-GFP viability, ATP luminescence, 18 h. actives 0.76% (n = 410,000). Potency, µM (highest dose often 46.1 µM), for the others: top-dose activity change, negative = cytotoxicity, actives largely listed as cytotoxic; further: potency means the concentration at half of the fitted maximal effect; some results filed as inactive show a strong effect at the top dose
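CellTiter-Glo luminescence gave cytotoxicity after 18 hours at 37 degrees C. The cells were HepG2 CAGA-GFP in 1% FBS DMEM, stimulated with 500 pg/mL TGF-beta after compound addition. %Activity was normalised to no-cell wells (complete cell-killing) and DMSO (no toxicity), and curves were fitted and classified.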
A549 tox: Nrf2 qHTS screen for inhibitors: counterscreen for cytotoxicity; A549 ARE-Fluc cells, CellTiter-Fluor viability, 18-24 h; Potency, µM (top dose mostly 46 µM), without a hit: top-dose activity change, negative = cytotoxicity, usual class: inhibitors; actives 0.16% (n = 390,000); AID 504648, 2011; further: potency means the concentration at half of the fitted maximal effect; on the % scale 0 is the no-effect control and ±100 the full control effect
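A549 ARE_Fluc cells in 5% FBS OPTI-MEM were exposed to compounds in concentration-response for 18-24 h at 37 deg C. Viability was read by CellTiter-Fluor fluorescence (Ex 405/Em 525) after 30 min, before the luciferase read.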
Active calls of the source: *; i = inactive; ? = inconclusive; · = not tested or not shown; [ ] = another dose, or the depositor's remark. Unless noted, the call rests on the fitted dose curve; in most records, active means well fitted curve in the direction sought with a large enough effect; inconclusive means small, poorly fitted or top-dose-only effect, or another doubt; inactive means no such curve, though single readings can be large; an effect the other way counts as inactive or inconclusive. Hits appear at their usual frequency; any-hit rate near 8.8%.

SMILES | ATXN2 expr inh | MCF10A rerep | IL-1B inflam inh | TGFb SMAD3 inh | Nrf2 block | ATXN viability | Nrf2 activator | HepG2 tox | A549 tox
CCN(C(=O)CSc1nnc(-c2ccccc2F)n1N)c1c(N)n(Cc2ccccc2)c(=O)[nH]c1=O | 4% | -2% | 14 | 14% | 10% | i | -1.5% | 5% | -2%
CN1CCC(N(C)C(=S)Nc2ccc(SC(F)F)cc2)CC1 | 8% | 13% | 10 | ? | -13% | i | 0.5% | -4% | -9%
COc1ccccc1-n1cn[nH]c1=S | 3% | ? | 40 | ? | 4% | i | -0.6% | 15% | 0%
O=C(Nc1ccccn1)c1ccc([N+](=O)[O-])cc1Cl | 5% | 1% | 38 | 0% | 14% | i | 19% | -1% | 1%
CCC(C)NC(=O)N[C@@H](CCSC)C(=O)O (stereo not given in full) | 4% | -4% | -4 | -1% | -9% | i | -0.4% | 14% | -1%[1.84 µM]
O=C(NCC1CCCCC1)c1cccc(-c2ccc(O)cc2)c1 | -28% | 97% | -53* | 13µM* | ? | i | -0.2% | -78% | -1%
O=C(CN(c1ccc(F)cc1)S(=O)(=O)c1ccc2c(c1)OCCO2)NCc1ccncc1 | 7% | -2% | ? | -4% | 13% | i | 0.6% | -29% | 0%
CCC1(CC)NC(=O)N(CC(=O)OCC(=O)Nc2cc(OC)ccc2OC)C1=O | -3% | 1% | -11 | 30% | 3% | i | -0.1% | -2% | 2%
Cc1ccc(S(=O)(=O)C(C)C(=O)NCCS(=O)(=O)c2ccc(Cl)cc2)cc1 (stereo not given) | 6% | -1% | 4 | 10% | -6% | i | 2.3% | 3% | 2%
CCc1ccc(CCC(=O)Nc2nccs2)o1 | 11% | 1% | -20 | 1% | -11% | i | -0.2% | -3% | -9%

Shown as a hit in TGFb SMAD3 inh, of those listed so far:
| Structure | IL-1B inflam inh | TGFb SMAD3 inh | Nrf2 activator |
| --- | --- | --- | --- |
| O=C(NCC1CCCCC1)c1cccc(-c2ccc(O)cc2)c1 | -53* | 13µM* | -0.2% |

Molecules listed so far containing fluorine:
SMILES | ATXN2 expr inh | MCF10A rerep | IL-1B inflam inh | TGFb SMAD3 inh | Nrf2 block | ATXN viability | Nrf2 activator | HepG2 tox | A549 tox
CCN(C(=O)CSc1nnc(-c2ccccc2F)n1N)c1c(N)n(Cc2ccccc2)c(=O)[nH]c1=O | 4% | -2% | 14 | 14% | 10% | i | -1.5% | 5% | -2%
CN1CCC(N(C)C(=S)Nc2ccc(SC(F)F)cc2)CC1 | 8% | 13% | 10 | ? | -13% | i | 0.5% | -4% | -9%
O=C(CN(c1ccc(F)cc1)S(=O)(=O)c1ccc2c(c1)OCCO2)NCc1ccncc1 | 7% | -2% | ? | -4% | 13% | i | 0.6% | -29% | 0%

Further compounds follow.
SMILES | ATXN2 expr inh | MCF10A rerep | IL-1B inflam inh | TGFb SMAD3 inh | Nrf2 block | ATXN viability | Nrf2 activator | HepG2 tox | A549 tox
COCCCNC(=O)Cn1cc(C(C)=O)c2ccccc21 | -7% | 13% | -13 | 3% | -24% | i | 0.9% | 0% | -3%
N#CC1=C(N)C2=CCCC[C@H]2[C@H](c2ccccc2)C1(C#N)C#N | -18% | ? | -56* | ? | -17% | i | 3.2%[9.22 µM] | -38% | 2%
Cc1ccc(C(=O)Nc2ccc3oc(-c4cccnc4)nc3c2)c(Cl)c1 | 11% | · | · | -5% | -13% | i | 0.3% | 0% | 6%
COc1ccc(CC(=O)Nc2c3c(nn2C(C)(C)C)CS(=O)(=O)C3)cc1 | 2% | 2% | 9 | 2% | 12% | i | -0.8% | -5% | -3%
Cn1c(CC(=O)Nc2ccc(Cl)cc2)nnc1SCC(=O)N1CCOCC1 | 0% | 0% | 4 | 0% | 0% | ? | -0.1% | -1% | -7%
Cc1csc(CNC(=O)c2ccc(OC3CCN(CCc4ccccc4)CC3)cc2)n1 | 0% | ? | 11 | 2% | -16% | ? | 0.8% | -22% | -11%
COc1ccc(CNC(=O)Cn2ccc3cc(S(=O)(=O)N4CCCC4)ccc32)cc1OC | · | 2% | 14 | 28% | 4% | i | 2.8% | 1% | -3%
COc1ccc(-n2c(SCC(=O)N3CCCc4ccccc43)nc3c([nH]c4ccccc43)c2=O)cc1 | 15% | · | · | 4% | · | i | 0.3% | 2% | -3%
Cc1ccn2c(=O)nc(SCC(=O)c3ccc(Cl)cc3)nc2c1 | 17% | 1% | -4 | 4% | 14% | i | 9.0% | 4% | -1%
CCOc1ccccc1NC(=O)CSc1nnnn1-c1ccccc1 | -6% | -4% | -15 | -3% | · | i | 0.2% | 10% | 16%
COCCNc1nnc(Cc2ccc(OC)c(OC)c2)c(=O)[nH]1 | -7% | 7% | 3 | -8% | 19% | i | -0.6% | -11% | 10%
COc1cccc(C(=O)OCCCOC(=O)c2cccc(OC)c2OC)c1OC | -8% | 0% | 3 | 15% | 2% | i | 0.4% | -21% | 1%
COc1cc2c(cc1OC)CN(C(=O)/C=C/c1ccccc1[N+](=O)[O-])CC2 | -26% | 13µM* | -5 | 2% | ? | i | 6.8% | -1% | -2%
COC(=O)c1cn(-c2ccccc2)c(=O)c2ccccc12 | -10% | -3% | -9 | -1% | -8% | i | -0.1% | 0% | -6%
c1ccc2oc(-c3csc(NCC4CCCO4)n3)cc2c1 (stereo not given) | 60%[activator] | ? | -26 | -21% | ? | i | 0.3% | 1% | -1%
COc1ccc(C(=O)CN2CCN(c3ccc(F)cc3)CC2)cc1OC | 1% | -3% | -3 | -9% | -22% | i | 0.2% | 8% | -2%
CC(=O)c1ccc(N2CCN(CC(=O)Nc3ccccc3C(=O)NC3CC3)CC2)c(F)c1 | 1% | 18µM* | 11 | 2% | 2% | i | 3.5% | 1% | 0%
CN(C)S(=O)(=O)c1ccc(Nc2ccc(-c3ccc4c(c3)OCCO4)nn2)cc1 | 1% | -4% | 0 | 0% | 11% | i | -0.6% | 0% | 2%
COc1ccc(S(=O)(=O)N2CCOCC2)cc1OC | 0% | -72%[inhibitor] | -6 | 37%[activator] | -2% | i | -0.4% | 7% | -4%
c1ccc(-c2ccnc3ncnn23)nc1 | 3% | -16% | 13 | 18% | -12% | i | -0.7% | -2% | -2%
Cc1ccc(OC(C)C(=O)Nc2ccc(S(=O)(=O)Nc3cc(C)on3)cc2)cc1 (stereo not given) | 1% | 1% | 1 | ? | -4% | i | -0.9% | 0% | 0%
O=C(COc1cccc(C(F)(F)F)c1)Nc1nnc(C2CC2)s1 | -9% | 11% | -2 | 31%[activator] | ? | i | -0.8% | -19% | 2%
Cc1cc(NC(=O)NC(=O)c2ccccc2NC(=O)CN(C)C)ccc1Oc1ncc(Br)cn1 | -11% | 15µM* | 60 | ? | 12% | ? | -0.4% | 3% | -16%
CCCC1=C(C(=O)OCC)C(c2ccc(NC(C)=O)cc2)NC(=O)N1 (stereo not given) | 3% | ? | -4 | -12% | ? | i | 0.4% | -3% | -3%
CCOC(=O)CNC(=O)CNC(=O)c1ccc(OCC(C)C)cc1 | 2% | 9% | 24 | 12% | 2% | i | -0.4% | 2% | -2%
O=C(CCN1C(=O)/C(=C/c2ccccc2Cl)SC1=S)N1CCOCC1 | -34% | 23µM* | -112* | ? | ? | i | 27% | -4% | ?
O=C(Nc1ccc2oc(-c3ccncc3)nc2c1)c1ccccc1F | 7% | -2% | -15 | -20% | ? | i | 0.0% | -20% | -8%
CCCOc1ccc(C(=O)Nc2ccc(S(=O)(=O)N3CCN(C)CC3)cc2)cc1 | ? | ? | -1 | -13% | ? | i | 3.6% | -3% | 5%
COc1ccc(S(=O)(=O)NCC2CCCN(C(=O)CN3CCCCC3)C2)cc1 (stereo not given) | -24% | 17% | 6 | 16% | 20% | i | 0.0% | -45% | 7%
COCCn1c(SCC(=O)OC(C)C)nnc1-c1ccccc1 | 1% | 9% | -3 | 16% | 4% | i | -1.0% | 0% | -4%

Compounds above that contain a furan ring, fused or not:
SMILES | ATXN2 expr inh | MCF10A rerep | IL-1B inflam inh | TGFb SMAD3 inh | Nrf2 block | ATXN viability | Nrf2 activator | HepG2 tox | A549 tox
CCc1ccc(CCC(=O)Nc2nccs2)o1 | 11% | 1% | -20 | 1% | -11% | i | -0.2% | -3% | -9%
c1ccc2oc(-c3csc(NCC4CCCO4)n3)cc2c1 (stereo not given) | 60%[activator] | ? | -26 | -21% | ? | i | 0.3% | 1% | -1%

Looked up above.
Entry of CCCC1=C(C(=O)OCC)C(c2ccc(NC(C)=O)cc2)NC(=O)N1 (stereo not given) under ATXN2 expr inh: 3%
Entry of COCCn1c(SCC(=O)OC(C)C)nnc1-c1ccccc1 under ATXN2 expr inh: 1%

(more compounds)
SMILES | ATXN2 expr inh | MCF10A rerep | IL-1B inflam inh | TGFb SMAD3 inh | Nrf2 block | ATXN viability | Nrf2 activator | HepG2 tox | A549 tox
CC1=C(C(=O)N(C(C)C)C(C)C)CC(CC(=O)NCCCCc2ccccc2)C(=O)N1CCCN1CCCC1=O (stereo not given) | -15% | · | -1 | -6% | · | ? | -0.6% | 4% | ·
CC(=O)c1ccc(NC(=O)CSc2nnc3ccc(-c4ccc(Cl)cc4)nn23)cc1 | · | · | · | -5% | · | · | 0.7% | 6% | -3%
O=C(NCCc1nc2ccccc2[nH]1)c1ccc(F)cc1 | 0% | 1% | -3 | -17% | · | i | -0.7% | 3% | -1%
COc1cccc(NC(=O)N(C)C[C@@H]2OCc3cnnn3CCCC(=O)N([C@H](C)CO)C[C@@H]2C)c1 | 7% | · | 11 | 14% | · | i | -0.4% | 17% | ·
COc1ccc(C(=O)Nc2cc3cc(Cl)ccc3oc2=O)cc1OC | · | · | · | 4% | 7% | · | 6.5% | 4% | 1%
